# Source: PubChem (National Center for Advancing Translational Sciences (NCATS))
# ERK EGF inh = EGF-driven ERK pathway inhibition; 0.41% of 130,000 active; Potency, µM (series often up to 11.5 µM), inactives show at the top dose activity change, negative = inhibition, actives largely listed as inhibitors; AID 1454; HEK293-V1b, EGF-stimulated phospho-ERK AlphaScreen; active means well fitted inhibition curve with a large enough effect; inconclusive means small, poorly fitted or top-dose-only effect, or effect the other way;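 further: plate controls were stimulated vehicle wells for no effect and unstimulated vehicle basal for full effect; nearly all actives have a fitted effect of over 55% in size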
#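 Homogeneous cell-based phospho-ERK assay: HEK293/V1b cells in 1% FBS, compound 30 min then EGF 5 min, AlphaScreen luminescence. Activity normalized between DMSO and 25 nM EGF controls; AC50 from Hill modelling.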
# * = called active by the depositor; ? = inconclusive; [ ] = remark or other dose. Potency means the concentration at half of the fitted maximal effect. The list is partial; rates above refer to the full screens.
Molecule	ERK EGF inh
N#C/C(=N\Nc1ccccc1F)c1nc(-c2ccccc2)cs1	-4%
Cc1cccc(Nc2nc(N)c([N+](=O)[O-])c(NCc3ccco3)n2)c1	?
CCN(CCn1cccn1)C(=O)CCc1nnc(-c2ccccc2)o1	-9%
CS(=O)(=O)N(CC(=O)Nc1ccc(F)c(F)c1)c1cccc([N+](=O)[O-])c1	-5%
Cc1cc(C)c(C#N)c(Sc2ccccc2N)n1	-1%
NC(=O)c1ccc(-n2nnnc2Oc2ccc(Br)cc2)cc1	1%
C/C(=N\NC(=O)CNc1cccc(C(F)(F)F)c1)c1cccs1	3%
O=C1C(Cl)=C(NCCN2CCCCC2)C(=O)c2ccccc21	5%
Cc1cccc(NC(=O)c2ccc(Cl)c(NC(=O)c3ccncc3)c2)c1C	-5%
C/C(=N\NC(=O)c1c(Br)cnn1C)c1ccc(NC(=O)c2ccc(F)cc2)cc1	1%
CC(C)=Nc1ccccc1C1COC(=O)C1=N (stereo not given)	-1%
CN(Cc1ccccc1F)c1nc(-c2cccs2)nc2ccccc12	4%
COc1ccc(CCn2c(=O)[nH]c3cc(C(=O)NCCCN4CCOCC4)ccc3c2=O)cc1OC	-7%[57.5 µM]
Cc1ccc(S(=O)(=O)c2c(C)nn(C(C)(C)C)c2OC(=O)CC(C)C)cc1	1%
CC(=O)N/N=C(\C)CCc1ccccc1	4%
COc1ccc(OC)c(CNn2c(-c3ccccc3F)nc3ccccc3c2=O)c1	10%
C=CCNC(=O)c1ccccc1NC(=O)C1COc2ccccc2O1 (stereo not given)	1%
O=C(CC1C(=O)NCCN1CC1CCCCC1)NCc1ccccc1Cl (stereo not given)	-4%
O=C(Nc1ccccc1)c1cccc(Cn2cc(C(F)(F)F)ccc2=O)c1	4%[57.5 µM]
CN(C)C(=O)c1ccc(-c2cc(C(F)(F)F)nn2C)s1	11%[57.5 µM]
Cc1ccc(C)c(NC(=O)COC(=O)c2cccc3c2C(=O)c2ccccc2C3=O)c1	-3%
N#Cc1ccc(OCC(=O)N/N=C(\CCC(=O)O)c2cccs2)cc1	-10%
O=C(O)/C=C\C(=O)Nc1ccc(N2CCN(c3ccc(Cl)c(Cl)c3)CC2)cc1	1%
OCCN1CCN(CCOc2ccccc2-c2ccccc2)CC1	6%
Cc1ccc(C(=O)N/C(=C/c2ccccc2)C(=O)NCC2CCCO2)cc1 (stereo not given)	-4%[57.5 µM]
CCOC(=O)C1=NNC2(CC(=O)N(c3cc(C)cc(C)c3)C2=O)C1 (stereo not given)	14%[57.5 µM]
S=c1[nH]nc(Cc2noc3ccccc23)n1-c1ccccc1	-6%
CC1(C)C=Cc2c(cc3occ(-c4ccc5c(c4)OCO5)c(=O)c3c2O)O1	12%
Cc1ccc(SCC(=O)OCn2nnc3ccccc3c2=O)cc1C	-6%
CCOC(=O)/C(C#N)=N\Nc1cc(Cl)ccc1OC	-10%[57.5 µM]
COc1ccc(S(=O)(=O)NC(N)=NCCc2ccccc2OC)cc1	-1%
N#CCc1nc2ccccc2c(=O)[nH]1	-2%[57.5 µM]
C=CCn1c(SCC(=O)Nc2ccccc2OC)nnc1-c1ccccn1	0%
NC(=O)c1cccn(Cc2ccc(C(F)(F)F)cc2)c1=O	-1%
N#CCCn1c(=O)c(-c2cccs2)nc2cnc(N3CCNCC3)nc21	1%
O=C(NCCc1cccs1)c1ccc(Cl)cc1	0%[57.5 µM]
COc1cc(NC(=O)c2ccc(Cl)cc2)c(OC)cc1NC(=O)CN1CCCCC1	-8%
CS(=O)(=O)N1CCN(c2ccccc2NC(=O)c2cc(Br)ccc2Cl)CC1	-4%
O=C(CN1N=C(c2ccc(Cl)cc2)CCC1=O)NCc1cccs1	-4%
CCOCc1nnc(NC(=O)c2cccc(OC)c2)s1	3%
FC(F)(F)c1nc(Sc2ncccc2C(F)(F)F)n[nH]1	-12%[57.5 µM]
c1ccc2c(c1)CCCC2C1=NCCN1 (stereo not given)	-3%[57.5 µM]
CCOC(=O)N/N=C/c1ccc(OCCSc2ccc(Cl)cc2)c(OC)c1	-2%
CCCn1ncc(CN2CCN(Cc3ccsc3)C(CCO)C2)c1C (stereo not given)	3%
Cn1c(=O)c(C(=O)COc2ccc(C#N)cc2)c(N)n(Cc2ccccc2)c1=O	-4%
COCCNC(=O)C(=O)NNC(=O)c1ccccc1OC	1%
CC(C)Cn1c(N)c(C=O)c(=O)[nH]c1=O	16%
O=C(CCCN1C(=O)/C(=C/c2ccccc2Cl)SC1=S)NNC(=O)c1cccnc1	?
O=C(N/N=C/c1cccc([N+](=O)[O-])c1)c1cc(-c2ccccc2)nc2ccccc12	-2%
Cc1noc(C)c1C(=O)NC(C)c1ccc(Cl)cc1Cl (stereo not given)	-2%
Cc1ccc(-n2cc(-c3ccc([N+](=O)[O-])cc3)[nH]c2=S)c(C)c1	9%
COC(=O)Nc1nc(-c2ccc(F)cc2)c(C)s1	4%
CN(CCc1ccccn1)C(=O)Nc1ccc(C(C)(C)C)cc1	-4%[57.5 µM]
Clc1ccccc1-c1nnc(-c2ccc3c(c2)OCO3)o1	1%
O=C(NCCc1nc2ccccc2[nH]1)c1ccc(Cl)c([N+](=O)[O-])c1	?
CC(C)(C)OC(=O)NCCCC[C@H](NC(=O)c1nc[nH]c1C(=O)N1CCc2ccccc2C1)C(=O)OC(C)(C)C	3%[57.5 µM]

# Later entries.
Molecule	ERK EGF inh
CN1CCN(C(=O)c2ccc(CSc3nc4ccncc4n3Cc3ccc(F)cc3)cc2)CC1	1%
CCOc1cc(/C=N/n2cnnc2)ccc1OS(=O)(=O)c1ccc(C)cc1	-6%
O=C(N[C@@H](Cc1ccccc1)C(=O)OCc1ccccc1)c1nc[nH]c1C(=O)N1CCN(c2ccccc2)CC1	1%[57.5 µM]
CN(CCc1nc2ccccc2[nH]1)Cc1nc(CC2CC2)no1	4%
Cc1ccc(NC(=O)CSc2nc3ccccc3c(=O)n2CCCC(=O)NCCCN2CCOCC2)cc1	1%
CSc1ncccc1C(=O)OCC(=O)c1cccc(Br)c1	-6%
O=C1OC(c2ccco2)=N/C1=C\c1ccc(-c2cccc(C(F)(F)F)c2)o1	-4%
CCC(CC)c1nnc(NC(=O)CN2C(=O)c3ccccc3C2=O)s1	-15%
O=C(CSc1nnnn1-c1ccc(O)cc1)c1ccc(F)cc1	-8%[57.5 µM]
C=CCc1ccc(OCCCCNC2CCCC2)c(OC)c1	2%
COc1ccc(C(=O)NCC(=O)NCC(c2ccco2)N(C)C)cc1OC (stereo not given)	2%
O=C(Nc1ccc(N2CCCC2)cc1)c1ccccc1F	0%
Cc1[nH]c(=O)c(C#N)c(C)c1[N+](=O)[O-]	0%[57.5 µM]
COc1ccc2c(c1)C(SCC(=O)NCCc1ccc(Cl)cc1)CC(C)(C)O2 (stereo not given)	-1%
FC(F)(F)c1ccc(Cl)c(-n2c(Cc3cccs3)n[nH]c2=S)c1	-8%[57.5 µM]
CN(C(=O)Cc1c(C(=O)O)n(C)c2ccccc12)c1ccc(F)cc1	-3%[57.5 µM]
COc1ccc(/C=C2/SC(=O)N(CCNC(=O)C3COc4ccccc4O3)C2=O)cc1 (stereo not given)	-6%
C(=N\Nc1ccccn1)/c1ccc2c(c1)OCCO2	-4%
O=C(/C=C/C=C/c1ccc2c(c1)OCO2)N1CCCCC1	-11%
COCCNC(=O)C(=O)NCCN1CCOCC1	-3%
CCn1nc(C(=O)OCc2cccc(S(=O)(=O)N(C)C)c2)c2ccccc2c1=O	-3%[57.5 µM]
COc1ccc(NC(=O)COC(=O)Cn2nnc3ccccc32)cc1	2%
CCCn1c(=O)c(C(=O)OCC)c(O)c2cc(Br)ccc21	3%
COc1ccccc1N(CC(=O)NC(C)(C)C)C(=O)C1CSC(=O)C1 (stereo not given)	0%
CC(NC(=O)OCc1ccccc1)C(=O)N1CC(O)CC1C(=O)O (stereo not given)	-2%[57.5 µM]
COc1ccc(NS(=O)(=O)c2cccc3nonc23)c(OC)c1	4%
CCOc1ccc(C(C)=O)cc1COC(=O)c1cnc(Cl)c(Cl)c1	?
COc1cccc(C(=O)NCC2(c3ccccc3)CCCC2)c1	0%
COCc1cc(C)n(CC(=O)NCc2ccccc2)c(=O)c1C#N	?
Cc1ccc2nc(N(CCCN(C)C)C(=O)c3ccc(Br)s3)sc2c1	-1%
N/C(=N\OC(=O)CCCOc1ccccc1)c1ccc([N+](=O)[O-])cc1	-6%
CCN(CC)S(=O)(=O)c1cccc(NC(=O)COC(=O)c2cccs2)c1	4%
CCCc1nc2c(c(=O)c3ccccc3n2C)c(=O)n1C1CCCCCC1	2%
COc1ccc(CNC(=O)CN(c2ccc(OC)cc2)S(=O)(=O)c2c(C)nn(C)c2C)cc1	15%
COc1ccc(SCCC(=O)NCc2ccncc2)cc1	1%[57.5 µM]
COc1ccc(C2=NN(c3nc4ccccc4s3)C(=O)C2)cc1	1%
O=C(Cc1ccccc1)Nc1cccc([N+](=O)[O-])c1	4%
CCn1c(SCC(=O)C(C)(C)C)nnc1-c1cnccn1	0%
CCOc1ccc(NC(=O)CCSc2ccc3ccccc3n2)cc1	8%
C#CCOCCOCCOCCNc1nc(N2CCN(C(=O)[C@H]([C@@H](C)CC)n3cc([C@@H](N)CO)nn3)CC2)nc(N2CCN(C(=O)[C@H](Cc3ccc(O)cc3)n3cc([C@@H](N)CC(C)C)nn3)CC2)n1	-2%[57.5 µM]
CCOC(=O)N1CCN(C(=O)c2cc(OCC)c(OCC)c(OCC)c2)CC1	1%
Cc1nn(-c2ccccc2)c(NC(=O)c2cccs2)c(-c2ccccc2Cl)c1=O	-1%[57.5 µM]
COC(=O)CSc1ccc(S(=O)(=O)N2CCCCCC2)cc1[N+](=O)[O-]	-8%
Clc1ccccc1CSc1nncn1-c1cccnc1	-6%
O=C1CCCC(=O)N1c1ccc(N2CCN(c3ccc([N+](=O)[O-])cc3)CC2)c([N+](=O)[O-])c1	6%
Nc1cc(C(F)(F)F)ccc1N1CCOCC1	1%
CCc1cc2c(=O)c(-c3nc4ccccc4n3C)c(C(C)C)oc2c(CN2CCN(C)CC2)c1O	-6%
COc1ccc(C(=O)N(C)C2CCN(C)CC2)cc1S(=O)(=O)Nc1cc(Cl)ccc1Cl	3%[57.5 µM]
Cc1nc2c(O)cccc2c(=O)[nH]1	-7%
O=C1CCC(=O)N1c1ccc(NCCc2cccc(F)c2)c([N+](=O)[O-])c1	-6%
CN(C1=C(N2CCOCC2)C(=O)c2ccccc2C1=O)c1ccccc1	11µM*
Nc1[nH]nc2ncc3cc4ccccc4nc3c12	-1%
COCCN1Cc2cccc(C(=O)Nc3cccc(-c4nc5ccccc5[nH]4)c3)c2C1=O	-2%[57.5 µM]
Cc1cc(C(=O)NNC(=O)CCC2CCCCC2)c(C)o1	-8%
CCc1sc(C(=O)N2CCc3ccccc32)cc1C	13%
Cn1c(=O)oc2cc(S(=O)(=O)Nc3ccccc3)ccc21	2%

# Continued:
Molecule	ERK EGF inh
C/C(CCC(C)C)=N\NC(=O)COc1ccccc1-c1ccccc1	-2%
Cc1cc([N+](=O)[O-])cc2c1NC(=O)C2(O)N1CCOCC1 (stereo not given)	0%
COc1ccc(CC(=O)N2N=C(C)CC2(O)c2cccnc2)cc1OC (stereo not given)	-4%
COc1ccc(C(=O)NCCOc2cccc(OC)c2)cc1	-1%
COc1nccnc1NS(=O)(=O)c1ccc(N=Cc2c(C)[nH]n(-c3ccc(Cl)cc3)c2=O)cc1	3%
COc1ccc(-n2c(O)c(C=NCC(c3ccco3)N3CCCC3)c3ccccc3c2=O)cc1OC (stereo not given)	5%
CS(=O)(=O)c1ccc(C(=O)NCCN2C(=O)S/C(=C\c3cccnc3)C2=O)cc1[N+](=O)[O-]	-8%
Cn1c(/C=C/c2ccccc2)nc2ccccc21	-1%
C=CCN=C1S/C(=C\c2ccc(N(C)C)cc2)C(=O)N1CC=C	1%[57.5 µM]
COc1ccc(/C=C/C(=O)NC(=S)NNC(=O)c2ccco2)cc1OC	-1%[57.5 µM]
N#CC(C#N)=Cc1ccc(NC(=O)c2ccc(Br)cc2)cc1	-3%[57.5 µM]
CO/N=C\CC(=O)Nc1ccc(Cl)cc1Cl	-2%
O=C1COc2ccc(C(=O)CSc3ccccc3C(=O)O)cc2N1	7%[57.5 µM]
O=C1CC(Sc2ccc(Cl)cc2)C(=O)N1Cc1ccncc1 (stereo not given)	1%[57.5 µM]
CCCCC1CCCC12NC(=O)NC2=O (stereo not given)	18%[57.5 µM]
O=Cc1[nH]c2ccccc2c1N(C(=O)CCl)c1ccc([N+](=O)[O-])cc1	-13%[57.5 µM]
NC(=O)C1(C(N)=O)OC1c1ccccc1 (stereo not given)	-7%[57.5 µM]
COc1cccc(N2CC(C(=O)Nc3c(C)cccc3C)CC2=O)c1 (stereo not given)	-8%

# Rewritten as labelled records: part of the list above.
structure: CC(C)=Nc1ccccc1C1COC(=O)C1=N (stereo not given)
- ERK EGF inh = -1%
structure: Clc1ccccc1-c1nnc(-c2ccc3c(c2)OCO3)o1
- ERK EGF inh = 1%
structure: O=C(NCCc1nc2ccccc2[nH]1)c1ccc(Cl)c([N+](=O)[O-])c1
- ERK EGF inh = ?
